# High-throughput results: PubChem, several laboratories
# sdo1 growth – compounds rescuing growth of sdo1-depleted yeast, bone marrow failure model. S. cerevisiae sdo1-depleted JHY4D growth rescue, OD600 30 h; stronger effect = higher value; pdr5 snq2 efflux-pump mutant strain. z-score at 10 µM. 140,000 tested, 0.21% active. AID 817;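 active = z-score above 3 at both the 24 hr and the 30 hr optical density reads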;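 note: z-score against mean and SD of all compound wells on the same plate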
# INS promoter inh – TRM-6 insulin promoter activity inhibition | TRM-6 cells (human fetal islet line), insulin promoter-eGFP reporter, imaging; reporter expression induced with tamoxifen | inhibition, % at 2 µM | 130,000 tested, 0.9% active;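 active = inhibition above the mean plus 3 SD, with well images judged a real hit on visual review, cut at about 60% in these data, passing the limit was not always enough; inconclusive = inhibition over the cutoff but images rejected on review; inactive = inhibition not above the cutoff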
# sdo1 growth Rescue 24 h – further read-out of sdo1 growth, marked with its call; z-score; S. cerevisiae sdo1-depleted JHY4D growth rescue, OD600; measured here: growth rescue at 24 h;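 0 is the plate mean of compound wells and units are plate SD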
# Starred values were filed as active, the others as inactive; i = inactive; ? = inconclusive; . = not tested or not shown; [ ] = another dose, or the depositor's remark. A portion of the library; rates above refer to the full screens.
sdo1 growth,sdo1 growth Rescue 24 h,Molecule,INS promoter inh
-0.85,-0.32,O=C(Nc1cccc(C(F)(F)F)c1)N(Cc1ccc(Cl)cc1)CC(O)C(F)(F)F (stereo not given),4
1.2,1.4,CSc1nc2c(c(=O)[nH]c(=O)n2C)n1C/C=C(\C)Cl,-15
-0.38,-1,CC1(C)Cc2c(c(N3CCOCC3)nc3sc4c(NCc5ccccc5)nnnc4c23)CS1,0
0.19,-0.47,O=c1ccc(S(=O)(=O)N2CCC(Cc3ccccc3)CC2)c[nH]1,31
-0.25,1.7,O=C(Nc1ccccc1Cl)c1cccc(COc2cc(Cl)ccc2Cl)c1,-1
-0.12,-0.02,CN1CCN(C(=O)c2cccc(COc3cc(Cl)ccc3Cl)c2)CC1,-305
0.74,0.24,C/C(=N\NC(=O)c1csc(C)c1C)c1ccc(C)s1,20
0.25,0.63,O=C(CCl)Nc1ccc(Oc2cnc3ccccc3n2)cc1,.
0.54,0.16,CN(Cc1cccs1)C(=O)COc1cccc(-n2cnnn2)c1,-29
-0.55,1.5,O=C(c1ccccc1)c1nnc(-c2ccncc2)o1,.
0.53,0.15,O=C(NC1CCCCC1)C1CCN(c2nccs2)CC1,-57
.,.,CCC(=O)Nc1cccc(C(=O)/C=C/c2ccc(F)cc2)c1,14
0.78,0.85,O=C(NNC(=O)C1C2CCC(C2)C1C(=O)O)c1ccc(Br)o1 (stereo not given),49
0.25,0.11,COc1ccc2[nH]c(=O)c(CN(C(=O)c3ccncc3)C(C)(C)C)cc2c1,.
-0.24,0.12,Cc1cc(C)n2nc(-c3sccc3-n3c(C)ccc3C)cc2n1,-18
0.13,0.48,CCCC(=O)C1=C(O)C(C(=O)OC)C(C)(C)CC1=Nc1ccc(N)cc1 (stereo not given),0
-1.2,-0.53,Nc1ccccc1Nc1cc(-c2ccccc2)nn1-c1cccc(Cl)c1,-218
0.2,-0.07,CS(=O)(=O)Nn1cnc2ccccc2c1=O,-4
-1,-0.7,Clc1ccc(COn2c(-c3ccc(Cl)cc3)nc3ccccc32)cc1,.
-0.83,0.33,CCOC(=O)c1sc(NC(=O)CCN2CCOCC2)c(C(=O)OCC)c1C,58
0.82,0.72,COc1ccc2ccc(Oc3ncccn3)cc2c1,.
-0.94,-0.81,O=C(NCc1ccc(F)cc1)c1c(O)c2cccc3c2n(c1=O)CCC3,.
.,.,Cc1onc(-c2c(F)cccc2Cl)c1C(=O)NCCO,59
0.58,0.04,CN(C)c1ccc(O)c2c1CC1CC3[C@@H](N(C)C)C(=O)C(C(N)=O)=C(O)[C@]3(O)C(=O)C1=C2O (stereo not given in full),-5
0.3,1.4,Cc1nnc(SCCn2c(N(C)Cc3ccccc3)nc3c2c(=O)[nH]c(=O)n3C)s1,.
0.8,0.63,Cc1cc(NC(=O)CCc2ccc(C)o2)no1,-388
.,.,O=C(O)c1c(-n2cccc2)sc2c1CCCC2,41
-1.2,-0.02,Cc1ccc(C2Nc3ccccc3C(=O)N2Cc2ccco2)cc1 (stereo not given),21
0.78,0.82,C=CCc1cccc2cc(C(=O)N(C)C)c(=O)oc12,-6
1.1,0.18,Cc1cc(C(=O)N/N=C2\CC(=O)CC(C)(C)C2)c(C)n1-c1ccccc1,-13
-0.29,-0.8,Cc1ccc(CC(CC(=O)O)C(=O)NC2CCCCC2)cc1 (stereo not given),-31
1.1,1.1,O=C(NCc1ccco1)C1CC(=O)N(c2ccc(F)cc2)C1 (stereo not given),57
-0.62,0.37,COc1ccc2[nH]c3c(c2c1)CCn1c-3nc2sc(C(=O)Nc3ccccc3)c(C)c2c1=O,.
-1,-1.3,COc1ccc2nc3oc(C(=O)N4CCCCC4)cc3cc2c1,16
1.3,0.42,Cc1ncoc1C(=O)Nc1ccc(Oc2ccccc2)cc1,-43
0.36,-0.01,O=S(=O)(c1ccc(F)c(Cl)c1)N1CCCC1,61
0.31,0.45,O=S(=O)(N1CCCCC1)N1CCN(S(=O)(=O)N2CCCCC2)CC1,0
1.4,0.97,O=C(O)C1CCCCC1C(=O)Nc1ccccc1F (stereo not given),20
.,.,Cc1cccc(NC(=S)NC(=O)C(c2ccccc2)c2ccccc2)n1,72*
-0.87,-1.3,COc1cccc(/C=N/NC(N)=S)c1OS(=O)(=O)c1ccccc1,-88

# Compound profiles, from the list above.
# O=S(=O)(c1ccc(F)c(Cl)c1)N1CCCC1 across the screens: sdo1 growth: 0.36; sdo1 growth Rescue 24 h: -0.01; INS promoter inh: 61
# COc1ccc2ccc(Oc3ncccn3)cc2c1 across the screens: sdo1 growth: 0.82; sdo1 growth Rescue 24 h: 0.72; INS promoter inh: .

# (next part)
sdo1 growth,sdo1 growth Rescue 24 h,Molecule,INS promoter inh
.,.,O=C(c1ccc(S(=O)(=O)Nc2ccc(F)cc2)cc1)N1CCN(c2ccccn2)CC1,-22
-1.5,-1.3,Cc1ccc(CCNC(=O)C23CN(Cc4ccccc4)CC2C(c2cccc([N+](=O)[O-])c2)=NO3)cc1 (stereo not given),-16
0.24,-0.11,CCN(CC)c1nc2n(c(=O)n1)CCN2CC,48
0.72,0.03,Cc1nn(CC(=O)Nc2ccccn2)c(C)c1[N+](=O)[O-],.
.,.,N/C(=N\OC(=O)Cc1ccccc1[N+](=O)[O-])c1cccnc1,31
.,.,CC1CN(C(=O)N2CCCCC2)CCN1C(=O)N1CCCCC1 (stereo not given),-85
-1.2,-1.6,CC(C)(C)N/N=C/c1cc(Cl)cc([N+](=O)[O-])c1O,8
.,.,Cc1cc(N2CCN(C)CC2)nc2ccc(NC(=S)N3CCN(c4ccc(Cl)cc4)CC3)cc12,-164
-1.5,-0.16,O=C(/C=C/c1ccccc1Cl)c1ccc[nH]1,50
-0.04,0.97,CCc1cccc(CC)c1NC(=S)NCc1ccc2[nH]c(C)cc2c1,46
-0.68,-1.6,O=C(CSCc1nc2ccccc2[nH]1)Nc1ccc2ccccc2c1,-79
.,.,O=C(Nc1ncn[nH]1)c1ccc(Cl)cc1Cl,18
0.93,1.7,CCOC(=O)C1CCN(S(=O)(=O)c2ccc(OC)c(OC)c2)CC1,-13
0.72[7 µM],0.04,N#CCSc1nc2[nH]ncc2c(=O)n1-c1ccccc1Br,.
0.92,1.1,O=C(NCCc1c[nH]c2ccc(Cl)cc12)c1cccnc1,-69
0.07,-0.56,Cc1cccc(Sc2ccc([N+](=O)[O-])cc2[N+](=O)[O-])n1,-49
0.27,0.12,CCC(=O)Nc1ccc(Nc2ccccc2)cc1,-57
-0.54,-0.93,CCCCc1ccc(CC2S/C(=C(\C#N)C(=O)N3CCOCC3)N(c3ccccc3)C2=O)cc1 (stereo not given),17
-1.6,-0.74,COc1ccccc1OCc1nnc(SCC(=O)c2cc(Cl)ccc2OC)o1,26
0.09,0.39,Cn1c(=O)c2[nH]c(N3CCOCC3)nc2n(-c2ccccc2)c1=O,.
-1.9,-0.64,Nc1ccc(-c2nc3ccc(-c4nc5ccccc5o4)cc3[nH]2)cc1,21
-1.1,-1.8,CCOC(=O)C1CCCN(CC(O)COc2cccc(C)c2)C1 (stereo not given),-17
1.3,0.58,Cc1nccn1CCc1nc(N)nc(N)n1,-68
0.08,-0.15,O=C(CSc1nnc(CNC(=O)C23CC4CC(CC(C4)C2)C3)n1-c1ccccc1)Nc1ccccc1,-26
0.5,0.35,Nc1c(C(=O)CCC(=O)O)oc2ccc(Cl)cc12,.
-0.18,0.06,CC1=C(C(=O)OCc2ccccc2)C(c2ccccc2-c2ccccc2)NC(=O)N1CCCCCC(=O)O (stereo not given),-100
0.08,-0.37,Cc1c(-c2nnc(SCC(=O)O)n2-c2ccccc2Br)nnn1-c1ccccc1,0
0.05,0.11,COc1ccc2c(c1)C=CC1(O2)N(CCO)c2ccccc2C1(C)C (stereo not given),-90
0.39,1.6,CC(=O)NCCC(=O)Nc1nc(-c2cccs2)c(-c2cccs2)s1,.
1.4,1.3,Nc1nc(CN2CCCCC2)cs1,.
-0.19,-0.43,COc1ccc(C(=O)n2nc(-c3ccccc3)nc2SC)cc1,18
1.3,1,O=C(CN1CCOCC1)Nc1ccc(Oc2ccc(NC(=O)CN3CCOCC3)cc2)cc1,i
-1.2,-1.6,Cc1cc(CNC(=O)[C@H](C)[C@@H]2C[C@@]2(C)[C@@H](NC(=O)OCc2ccccc2)c2ccccc2)nn1C,-23
0.44,0.07,Cc1ccc(S(=O)(=O)Nc2ccc(C(=O)Nc3ccncc3)cc2)cc1,-23
.,.,O=C(/C=C/c1ccc(Cl)cc1Cl)c1ccc[nH]1,-26
-0.36,0.85,CCOc1cc(C)c(Cl)cc1S(=O)(=O)n1cnc2ccccc21,-222
-1.1,0.16,CS(=O)(=O)N1CCc2cc(-c3csc(NC(=O)C(c4ccccc4)c4ccccc4)n3)ccc21,28
0.82,0.5,CN(C)c1ccc(C2(O)C(=O)c3ccccc3C2=O)cc1,50
0.9,1.6,COc1ccc(S(=O)(=O)N(C)CC(=O)N2CCOCC2)cc1,7
0.23,-0.79,Nc1nnc(SC2CCCC2)s1,23

# In the list so far, these contain an aryl thioether with sulfur outside any ring:
sdo1 growth,sdo1 growth Rescue 24 h,Molecule,INS promoter inh
1.2,1.4,CSc1nc2c(c(=O)[nH]c(=O)n2C)n1C/C=C(\C)Cl,-15
0.3,1.4,Cc1nnc(SCCn2c(N(C)Cc3ccccc3)nc3c2c(=O)[nH]c(=O)n3C)s1,.
0.72[7 µM],0.04,N#CCSc1nc2[nH]ncc2c(=O)n1-c1ccccc1Br,.
0.07,-0.56,Cc1cccc(Sc2ccc([N+](=O)[O-])cc2[N+](=O)[O-])n1,-49
-1.6,-0.74,COc1ccccc1OCc1nnc(SCC(=O)c2cc(Cl)ccc2OC)o1,26
0.08,-0.15,O=C(CSc1nnc(CNC(=O)C23CC4CC(CC(C4)C2)C3)n1-c1ccccc1)Nc1ccccc1,-26
0.08,-0.37,Cc1c(-c2nnc(SCC(=O)O)n2-c2ccccc2Br)nnn1-c1ccccc1,0
-0.19,-0.43,COc1ccc(C(=O)n2nc(-c3ccccc3)nc2SC)cc1,18
0.23,-0.79,Nc1nnc(SC2CCCC2)s1,23

# (continued)
sdo1 growth,sdo1 growth Rescue 24 h,Molecule,INS promoter inh
.,.,COc1cccc(C(C)N(C)Cc2nc(-c3ccoc3)oc2C)c1 (stereo not given),-121
0.32,-0.08,CCN(CC)S(=O)(=O)c1ccc2c(c1)nc(CCC(=O)OCC(=O)Nc1cc(Cl)cc(Cl)c1)n2C,-34
0.88,0.16,Cc1ccn2cc(CSc3ccccc3N)nc2c1,-75
.,.,Cc1noc(C)c1COC(=O)c1cccc(N(C)C)c1,-50
0.19,0.39,CC(=O)NC12CC3CC(C)(C1)CC(NC(C)=O)(C3)C2,-18
-0.75,-0.2,O=S(=O)(c1ccc(C2CCCCC2)cc1)N1CCN(c2ncccn2)CC1,26
.,.,CC1CCCC(NC(=O)CCCn2c(=S)[nH]c3ccccc3c2=O)C1C (stereo not given),-47
.,.,CNC(=O)CN(c1cc(OCCOC)c(Cl)cc1Cl)S(=O)(=O)c1ccccc1,-57
-0.09,0.22,CCOC(=O)C1=C(C)NC(=O)NC1c1cccc(OC)c1OCc1ccccc1Cl (stereo not given),47
-0.09,1.8,O=C(Nc1ccc2c(c1)OCCO2)C1CCCN(S(=O)(=O)c2cnc[nH]2)C1 (stereo not given),.
-0.45,-0.07,Cc1nnc(N2CCN(c3ccccc3)CC2)[nH]c1=O,-325
-0.28,-0.48,C/C(=N\NC(N)=O)c1cccc(Cl)c1,19
-0.04,0.66,COc1ccc(CCNC(=O)c2sc3cc(C)ccc3c2Cl)cc1,61
-0.53,-1.2,CCOC(=O)C1=C(C)Nc2ncnn2C1c1cccnc1 (stereo not given),18
0.07,1.1,OCCN1CCN(CC(O)COc2ccc(-c3ccccc3)cc2)CC1 (stereo not given),.
0.79,0.69,Cc1c(C(=O)NNS(=O)(=O)c2ccccc2)sc(=S)n1C,-20
.,.,O=Cc1c(-c2ccc(F)cc2)nc2ccccn12,?
.,.,COc1cc(C(C)=O)ccc1OCC(=O)NCC1(N2CCCCC2)CCCCC1,-21
.,.,Nc1nc(CSc2nnnn2-c2ccc(F)c(Cl)c2)nc(N2CCOCC2)n1,38
1.3,1.9,CCOC(=O)Cc1c(C)nc2c(-c3ccccc3)c[nH]n2c1=O,0
.,.,O=C(O)c1ccccc1-c1nc(-c2ccccc2)c(-c2ccccc2)[nH]1,-289
0.24,-0.27,CCCc1cc(=O)oc2c(CN3CCCC3)c(O)c(Cl)cc12,.
-1.1,-0.94,COc1ccc(C(=O)N2CCCC(c3ccccc3)C2)cc1 (stereo not given),-136
0.3,-0.13,CSc1ccc(CNc2ccccn2)cc1,50
0.34,0.17,CCc1ccc(NC(=O)C2CC=CCC2C(=O)O)cc1 (stereo not given),.
-1.2,-1.4,COC(=O)c1sccc1NC(=O)CSc1ccccc1NS(=O)(=O)c1ccc(F)cc1,17
-1.1,-0.37,O=C(CSc1nc2c(sc3ccccc32)c(=O)n1CCc1ccccc1)NCc1ccco1,-36
-2.6,-2.3,Cc1cccc(C(=O)CC(=O)c2cc(Cl)ccc2O)c1,-17
0.11,-0.13,CCC(=NCc1ccccc1)C1=C(O)C(C(=O)OC)C(C)(C)CC1=O (stereo not given),-36
.,.,Cn1c(C2=C(O)CN(Cc3ccccc3)C2=N)[n+](C)c2ccccc21,14
0.07,0.05,Cc1c(Cl)cccc1NC(=O)CNC(=O)c1ccccc1F,.
.,.,COc1ccc(NC(=O)CSc2nccn2C)cc1S(N)(=O)=O,-29
-0.64,0.33,CCn1c(C(=O)NCCCc2ccccc2)cc2sccc21,6
-1.5,-1.2,O=C(COC(=O)c1ccc2[nH]c3c(c2c1)CCCC3)Nc1ccccc1,19
